Screening results as filed in PubChem.
NS3h inh CB – hepatitis C NS3 helicase inhibition, primary screen; AID 687043; 1.6% of 16,000 active; inhibition, % at 100 µM; NS3h Cy5-dT15 DNA binding, fluorescence polarization;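 active = inhibition above the average over every tested compound plus 3 SD, cut at about 40% in these data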
Cy5 interf NS3h – counter-screen for HCV NS3 helicase inhibitors: fluorescence interference; fluorescence interference ratio at 100 µM; 6% of 16,000 active; Cy5-dT15 DNA with NS3h; actives lie on both sides; signal over control mean, under 1 quenches;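 active = compound fluorescence over control fluorescence at most 0.8, a quencher, or at least a set upper limit, an enhancer; inactive = ratio between 0.8 and the set upper limit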
The depositor's hits bear a star.

SMILES	NS3h inh CB	Cy5 interf NS3h
Cc1ccc(S(=O)(=O)Nc2c(C)cc(C)cc2C)c(C)c1	7	0.94
CCCCOc1ccc(-c2c(C#N)c(N)nc(SCc3ccc(Cl)cc3)c2C#N)cc1	-9	0.99
CC(=O)SCCC(=O)N1CCn2c3c(c4cc(C)ccc42)CCCC31 (stereo not drawn)	10	1
COc1ccc(-c2noc(-c3ccco3)n2)cc1	-1	1.2
CC1=NN(c2nc(-c3ccc(Br)cc3)cs2)C(=O)/C1=C\c1ccc2c(c1)OCO2	14	0.96
Cc1cccc(C(C)C)c1NC(=O)COc1ccc(Cl)cc1Cl	6	1
COc1ccc(C(=O)NCc2ccccc2C)cc1OC	1	1.1
Cc1csc(-c2cc3ccc(OC/C=C/c4ccccc4)cc3oc2=O)n1	6	1
Cc1ccc(Cl)cc1NC(=O)CN(c1cccc([N+](=O)[O-])c1)S(=O)(=O)c1ccccc1	10	0.87
CN(C)c1ccc(/C=C/C(=O)c2cccc([N+](=O)[O-])c2)cc1	11	1.1
Cc1ccnc(NC(=O)Cc2ccc(Br)cc2)c1	-9	1
COc1ccc(C2CC(c3ccccc3)=NN2C(C)=O)cc1 (stereo not drawn)	4	0.92
O=C(Nc1cccc2nsnc12)c1ccc([N+](=O)[O-])cc1	25	1
O=C(NC(=S)Nc1ccc(NC(=O)c2ccccc2)cc1)c1ccc(Cl)cc1	10	1
Cc1nc2sc3c(c2c(=O)[nH]1)CCC3	2	0.63*
Cc1ccc(C(=O)N(Cc2ccccc2)Cc2ccccc2)cc1[N+](=O)[O-]	-12	0.93
COc1ccc2c(c1[N+](=O)[O-])CCC/C2=N\OC(=O)c1cccc2ccccc12	0	1
O=C(Nc1ccc(F)c([N+](=O)[O-])c1)c1ccc(Br)o1	6	1
C/C(=N/N=C1\NC(=O)C(CC(=O)Nc2ccc(Cl)cc2Cl)S1)c1ccc(F)cc1 (stereo not drawn)	-17	1.2*
COc1cc(/C=C2/SC(=S)NC2=O)ccc1OC(=O)c1ccc([N+](=O)[O-])cc1	0	0.83
O=[N+]([O-])c1ccc(CP(=O)(c2ccccc2)c2ccccc2)cc1	1	1
COc1ccc(N(CC(=O)O)S(C)(=O)=O)cc1	-12	1.1
Cc1ccc(C)c(NC(=S)NC(=O)c2ccco2)c1	-3	1
CCN(CC)c1ccc(NC(=O)c2ccc(C(C)C)cc2)cc1	15	0.99
COC(=O)C(NC(=O)c1ccccc1Br)C(C)C (stereo not drawn)	6	1
CCOc1ccc(N(CC(=O)N2CCOCC2)S(=O)(=O)c2ccc(SC)cc2)cc1	12	0.95
COc1ccc(C2CC(=O)C3=C(C2)Nc2ccccc2NC3c2cccc(Br)c2)cc1 (stereo not drawn)	7	0.96
CCOc1ccccc1NC(=O)C1CN(S(=O)(=O)c2ccccc2)CCN1S(=O)(=O)c1ccccc1 (stereo not drawn)	0	1
COc1cc(/C=C2/SC(=S)N(CC(=O)Nc3nc4ccccc4s3)C2=O)cc(OC)c1OC	8	0.96
O=C(NCC1CCCO1)c1nc2nc(-c3ccccc3)cc(C(F)(F)F)n2n1 (stereo not drawn)	-2	0.92
COCCCNC(=O)C(=O)NCCc1ccc(OC)cc1	13	0.74*
Cn1ccnc1SCC(=O)c1ccc(Br)cc1	12	0.77*
Cc1cc(C)nc(NS(=O)(=O)c2ccc(N/C=C\C(=O)c3ccc4ccccc4c3)cc2)n1	10	1
COc1ccc(C(=O)n2cnc3cc(C)c(C)cc32)cc1[N+](=O)[O-]	6	1
CCn1c(O)c(C=NCCc2ccc(O)c(O)c2)c2ccccc21	2	1
COC(=O)c1cc(NC(=O)c2ccc(-c3cccc(Cl)c3C)o2)cc(C(=O)OC)c1	2	1
NC(=O)C1=CN(Cc2ccccc2)C=CC1	6	0.98
C=CCOC(=O)C1=C(C)NC(C)=C(C(=O)OCC=C)C1c1ccc(C)cc1	18	0.84
Cc1ccc(NC(=O)c2cc(I)ccc2Cl)c([N+](=O)[O-])c1	14	1
Cc1cccc(C2=N/C(=C/c3ccc([N+](=O)[O-])cc3)C(=O)N2c2ccc(O)cc2)c1	15	0.97
O=c1[nH]c(=O)n(-c2ccccc2)c(O)c1C(c1cccnc1)c1c(O)n(-c2ccccc2)c(=O)[nH]c1=O	7	1
O=C(Nc1ccccc1C(=O)Nc1ccccn1)c1ccc([N+](=O)[O-])cc1	-45	0.75*
Cc1cccc(C)c1NC(=O)C(=O)NCC1CCCO1 (stereo not drawn)	3	0.96
Cc1cc(OCC(O)CN2CCCC2)cc(C)c1Cl (stereo not drawn)	0	1.1
O=C(/C=C/c1ccc2c(c1)OCO2)Nc1ccccc1F	10	1.1
COc1ccc(-c2nnnn2C)cc1S(=O)(=O)Nc1cccc(C(F)(F)F)c1	12	0.87
COc1ccc(COC(=O)NNC(=O)c2cccc(Cl)c2)cc1	17	1
O=C1NN(c2ccc(Cl)c(Cl)c2)C(=O)/C1=C/c1ccc(Cl)c([N+](=O)[O-])c1	37	0.87
CCOC(=O)C1CCN(C(=O)C(c2ccccc2)c2ccccc2)CC1	7	1.1
O=C(COc1ccc(Br)cc1)Nc1cc(Cl)c(Cl)cc1Cl	3	1
COc1ccc(S(=O)(=O)Nc2ccc(Br)cc2C)cc1	18	1.1
Cc1ccc2nc(-c3ccc(N)cc3)oc2c1	13	0.94
O=C(O)c1cccc(Nc2nc(-c3ccccc3)c3cc(Cl)ccc3n2)c1	4	0.96
Cc1cc(O)cc(O)c1/C=N\NC(=O)/C(=C\c1ccc2c(c1)OCO2)NC(=O)c1ccccc1	-1	0.99
O=C(/C=C/c1cccc(C(F)(F)F)c1)Nc1cccc2ncccc12	10	0.86
CC1(C)CC(=O)C2=C(C1)NC1=C(C(=O)CC(C)(C)C1)C2c1ccc2c(c1)OCO2	7	0.97
C=CCNC(=O)C(=O)NCCCOC	2	0.99
COc1ccc(/C=N\n2cnnc2)cc1CSc1ccccn1	5	1
Cc1ccc(S(=O)(=O)N2CCC(Cc3ccccc3)CC2)cc1C	14	0.99
CCOc1ccc(C(=O)Nc2ccc(OC)c(OC)c2)cc1[N+](=O)[O-]	-13	0.95

An excerpt from above in order of length of the SMILES, lowest first.
SMILES	NS3h inh CB	Cy5 interf NS3h
Cc1ccc2nc(-c3ccc(N)cc3)oc2c1	13	0.94
COc1ccc(/C=N\n2cnnc2)cc1CSc1ccccn1	5	1
CC1(C)CC(=O)C2=C(C1)NC1=C(C(=O)CC(C)(C)C1)C2c1ccc2c(c1)OCO2	7	0.97

(more compounds)
SMILES	NS3h inh CB	Cy5 interf NS3h
CCOC(=O)COc1ccc(/C=C2\C(=O)NN(c3ccc(Cl)c(Cl)c3)C2=O)cc1OC	18	0.8*
CC(C)C(=O)Nc1ccc(O)c(-c2nc3ccccc3s2)c1	2	0.99
COc1ccc(OC)c(N(CC(=O)Nc2cccc(Br)c2)S(C)(=O)=O)c1	9	0.99
CCOc1ccc(N(CC(=O)Nc2ccccc2Br)S(=O)(=O)c2ccc(SC)cc2)cc1	14	1.2
O=C(Nc1ccc(Cl)c(NC(=O)c2ccc(Cl)cc2Cl)c1)c1cccs1	10	1
Cc1ccc(OCc2nnc(NC(=O)Nc3cccc(Cl)c3)s2)c(C)c1	5	1
N#CC1C(=S)N=C2CCCCC2=C1c1cccs1 (stereo not drawn)	15	1
CC(C)Nc1nc(-c2ccccc2Cl)nc2ccccc12	10	0.92
O=C1C(Cl)=CC(=NS(=O)(=O)c2ccccc2)C=C1Br	32	0.66*
COc1cc(/C=C2/SC(=S)N(c3c(C)n(C)n(-c4ccccc4)c3=O)C2=O)c([N+](=O)[O-])cc1OC	12	0.99
CNc1ccc([N+](=O)[O-])cc1-n1cnc(-c2ccc(OC)cc2)c1	24	1.1
CC(C)CCc1c(O)nc(SCCN2CCOCC2)n(-c2ccccc2)c1=O	4	1.1
COc1ccc(C2C(C(=O)OC(C)C)=C(C)N=c3s/c(=C\c4ccc5c(c4)OCO5)c(=O)n32)cc1 (stereo not drawn)	2	1
CCOC(=O)Oc1ccc2c(=O)c(-c3ccccc3OC)coc2c1	6	1.1
COC(=O)CN1C(=O)C(=Cc2ccc(C)cc2)SC1=S	17	0.98
CCOC(=O)c1ccc(N2NC(=O)/C(=C/c3ccc(O)cc3)C2=O)cc1	5	0.87
Cc1ccc(NC(=O)CCCN(C)S(=O)(=O)c2ccc(C)cc2)cc1	9	0.97
Cc1cccc(NC(=O)/C=C/c2cccc([N+](=O)[O-])c2)n1	3	1
COc1ccc(S(=O)(=O)N(CC(=O)Nc2cccc(C(C)=O)c2)c2ccc(C)cc2)cc1OC	10	0.86
Cc1ccc(SCCNC(=O)CN(c2ccccc2C)S(C)(=O)=O)cc1	8	1
O=C(Nc1ccc2oc(-c3ccccc3F)nc2c1)c1ccc2c(c1)OCCO2	-6	1
Cc1ccc(S(=O)(=O)Nc2ccccc2-c2nc3ccccc3c(=O)o2)cc1	15	1
CCNC(=O)c1ccccc1-c1ccccc1C(=O)O	-4	1
O=C(Oc1ccc2c(Cl)c(C(=O)Nc3ccc(F)cc3)sc2c1)c1ccco1	10	0.96
O=C1OC(c2ccc(F)cc2)=N/C1=C\c1ccccc1[N+](=O)[O-]	4	1
COc1ccc(C2CC(=O)C3=C(C2)Nc2ccccc2NC3c2ccc(C(F)(F)F)cc2)cc1 (stereo not drawn)	8	0.93
O=C(Nc1ccc(Cl)cc1)c1cc([N+](=O)[O-])ccc1Cl	-5	0.95
CC(C)c1ccc(/C=N\N=C2/NC(=O)C(Cc3ccccc3)S2)cc1 (stereo not drawn)	12	0.93
CC(=O)C(N=Nc1ccc2c(c1)OCCO2)=C(C)O	-4	0.89
COC(=O)C1=C(C)N(c2cccc(C)c2)C(=O)/C1=C\c1ccccc1[N+](=O)[O-]	28	0.99
C=C(C)c1cccc(C(C)(C)NC(=O)NCCc2ccc(S(N)(=O)=O)cc2)c1	1	1
O=C(/C=C/c1ccccc1)NC(=S)Nc1cccc(Cl)c1	3	0.95
COc1ccc(N(CC(=O)Nc2ccc(OC)c(OC)c2)S(C)(=O)=O)cc1	0	1.1
CC1=C(C(=O)Nc2cc(Cl)ccc2C)C(c2ccccc2Cl)NC(=S)N1 (stereo not drawn)	5	1
O=C(NOC(=O)c1ccccc1Br)c1ccc(Cl)cc1	7	1.1
Cc1cc(Cl)ccc1OCC(=O)NNC(=O)Cc1cccs1	-2	1.1
CC(C)(C)c1ccc(C2=N/C(=C\c3cccnc3)C(=O)O2)cc1	4	1.1
COC(=O)CN(c1ccccc1C)S(C)(=O)=O	3	1.1
O=C(N/C(=C\c1ccco1)C(=O)N1CCCC1)c1cccs1	2	1
O=P1(C(Nc2ccc(O)cc2)c2ccc(Br)cc2)OCCCO1 (stereo not drawn)	-15	0.95
O=Cc1cn(CCOc2ccccc2)c2ccccc12	18	0.91
CCC1=NN2C(=N)/C(=C/c3ccc(-c4ccc([N+](=O)[O-])cc4Cl)o3)C(=O)N=C2S1	18	0.96
O=C1NC(=S)N/C1=C/c1ccc(Oc2ccc(C(F)(F)F)cc2[N+](=O)[O-])c(Cl)c1	6	1
N#C/C(=C/c1ccc(I)o1)c1nc2ccccc2[nH]1	-8	0.94
O=C(c1ccco1)N1CCN(CCN2C(=O)c3cccc4cccc(c34)C2=O)CC1	7	0.9
COC(=O)c1ccc(NS(=O)(=O)c2ccc(OC)cc2)cc1	15	1
Cc1cccc(NC(=O)C2C(c3ccccc3)=C2c2ccccc2)c1C	7	1.1
COc1ccc(C(=O)Nc2ccc(C(=O)O)cc2)cc1	-3	1.2*
COc1ccc(C2CC(C(F)(F)F)n3nc(C(=O)Nc4ccc(C(C)O)cc4)c(Cl)c3N2)cc1 (stereo not drawn)	21	0.92
COC1=C(C(C)(C)C)C(=O)C(=O)C(C(C)(C)C)=C1OC	5	0.98
O=C(Oc1cccc2ccccc12)c1ccco1	3	0.57*
Cc1cc(Cl)ccc1OCC(=O)NCCc1nc2ccccc2[nH]1	9	1
O=C(/C=C/c1cccc([N+](=O)[O-])c1)Nc1ccc(-c2nc3ccccc3o2)c(O)c1	4	1.1
COc1cccc(N2C(=O)/C(=C/c3ccc(O)cc3)SC2=S)c1	12	1
Cc1cccc(C(=O)Nc2cc(Cl)cc(Cl)c2)c1	-8	0.96
CCOC(=O)c1c(C)oc2ccc(OC(=O)C(C)C)cc12	14	0.83
COC(=O)c1c(C)oc2cc(Br)c(OC(=O)c3ccc([N+](=O)[O-])cc3)cc12	8	0.86
Cc1ccc(C(=O)Nc2cc(-c3ccc(F)cc3)[nH]n2)cc1	16	1.1
COc1cccc(/C=c2/sc3nc4ccccc4n3c2=O)c1	6	1
Cc1cc(OCC(=O)Nc2ccc3c(c2)OCO3)ccc1Cl	-9	0.97
Cc1cccc(C)c1NC(=O)CN(c1cccc([N+](=O)[O-])c1)S(=O)(=O)c1ccccc1	15	1.1

In the list so far, these contain fluorine:
SMILES	NS3h inh CB	Cy5 interf NS3h
O=C(Nc1ccc(F)c([N+](=O)[O-])c1)c1ccc(Br)o1	6	1
C/C(=N/N=C1\NC(=O)C(CC(=O)Nc2ccc(Cl)cc2Cl)S1)c1ccc(F)cc1 (stereo not drawn)	-17	1.2*
O=C(NCC1CCCO1)c1nc2nc(-c3ccccc3)cc(C(F)(F)F)n2n1 (stereo not drawn)	-2	0.92
O=C(/C=C/c1ccc2c(c1)OCO2)Nc1ccccc1F	10	1.1
COc1ccc(-c2nnnn2C)cc1S(=O)(=O)Nc1cccc(C(F)(F)F)c1	12	0.87
O=C(/C=C/c1cccc(C(F)(F)F)c1)Nc1cccc2ncccc12	10	0.86
O=C(Nc1ccc2oc(-c3ccccc3F)nc2c1)c1ccc2c(c1)OCCO2	-6	1
O=C(Oc1ccc2c(Cl)c(C(=O)Nc3ccc(F)cc3)sc2c1)c1ccco1	10	0.96
O=C1OC(c2ccc(F)cc2)=N/C1=C\c1ccccc1[N+](=O)[O-]	4	1
COc1ccc(C2CC(=O)C3=C(C2)Nc2ccccc2NC3c2ccc(C(F)(F)F)cc2)cc1 (stereo not drawn)	8	0.93
O=C1NC(=S)N/C1=C/c1ccc(Oc2ccc(C(F)(F)F)cc2[N+](=O)[O-])c(Cl)c1	6	1
COc1ccc(C2CC(C(F)(F)F)n3nc(C(=O)Nc4ccc(C(C)O)cc4)c(Cl)c3N2)cc1 (stereo not drawn)	21	0.92
Cc1ccc(C(=O)Nc2cc(-c3ccc(F)cc3)[nH]n2)cc1	16	1.1
